Chronic BCR inh: inhibitors of chronic active B-cell receptor signaling; Potency, µM (doses to about 46.1 µM), for the others: at the highest dose ratio change, negative = lower green/red ratio, hits mostly inhibitors; hit rate 0.05% among 340,000; AID 493014; ABC-DLBCL IkBa-CBG/CBR reporter, luminescence ratio, 4 h; active = well fitted inhibition curve with a large enough effect in the signal ratio, with a control signal flat, not every such curve was filed as active; inconclusive = small, poorly fitted or top-dose-only effect, or effect the other way, or a change in a side signal; the % refers to the signal ratio;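 note: potency is the fitted concentration of half-maximal effect; plate controls were basal doxycycline-induced cells for no effect and cells given 10 µM MG132 for full effect; MG132 reads +100%, hits lower the ratio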
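Concentration-response series (up to 46 uM) were applied to TMD8 dual-reporter cells for 4 h at 37C with doxycycline. Green/red ratio, after filter-overlap correction, defined %Activity; red signal alone was normalised to basal cells and zero luminescence.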
Integrin act MD: activators of alpha7 integrin expression for muscular dystrophy. alpha7betagal myoblasts, beta-gal FDG fluorescence, 48 h. Potency, µM (top dose mostly 38.3 µM), inactives show at the highest dose activation, most hits filed as activators. hit rate 0.064% among 350,000. AID 624291;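 note: potency is the fitted concentration of half-maximal effect; 100% = response of the positive control SU9516; nearly all actives have a fitted effect of over 60% in size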
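Alpha7betagal+/- myoblasts (passage 13) were plated 16-24 hr, then exposed to compounds (1:260 dilution of DMSO stock) for 48 hours at 37C. After MPER lysis, β-galactosidase reporter activity was read as FDG fluorescence (ex 480/em 540) after 30 minutes.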
TSG101-PTAP inh: blocks PTAP/TSG101 interaction to inhibit HIV-1 budding. Potency, µM (top dose mostly 115 µM), inactives show at the highest dose activity change, negative = inhibition, hits mostly inhibitors. Q99816. 340,000 tested, under 10 active. Fluorescence polarization, FITC-PTAP peptide / Tsg101 binding. AID 493005; active = well fitted inhibition curve with a large enough effect in the main read-out, with a control signal flat, not every such curve was filed as active; inconclusive = small, poorly fitted or top-dose-only effect, or effect the other way, or a change in a side signal; inactive = no such curve, though single readings can be large or run the other way; note: potency is the fitted concentration of half-maximal effect; % of control where 0% means no effect
Target sequence (Q99816 whole entry, looked up): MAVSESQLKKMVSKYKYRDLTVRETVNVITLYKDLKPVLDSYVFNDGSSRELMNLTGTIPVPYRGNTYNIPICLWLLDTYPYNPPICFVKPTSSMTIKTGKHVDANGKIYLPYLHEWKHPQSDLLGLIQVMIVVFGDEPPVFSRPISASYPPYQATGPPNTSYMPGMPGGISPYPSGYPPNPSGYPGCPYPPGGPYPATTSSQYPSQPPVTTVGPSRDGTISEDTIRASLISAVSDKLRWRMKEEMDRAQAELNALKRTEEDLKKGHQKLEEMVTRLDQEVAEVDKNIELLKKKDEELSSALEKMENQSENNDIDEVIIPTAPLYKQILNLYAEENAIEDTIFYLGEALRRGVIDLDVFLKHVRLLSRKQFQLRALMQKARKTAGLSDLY
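FP read-out: FITC-PTAP peptide, 50 nM final, binding Tsg101 binding domain, 10 uM final; 20 min, r.t.; 10 mM HEPES pH 7.5, 0.15 M NaCl, 0.01% Tween 20, 3 mM EDTA, 0.1 mM TCEP.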
Menin-MLL TR inh: menin-MLL binding inhibition, Texas Red mutant peptide. O00255. Menin + Texas Red MLL mutant peptide, fluorescence polarization. Potency, µM (series often up to 61.6 µM), without a hit: top-dose FP activity change, negative = inhibition, usual class: inhibitors. hit rate 0.23% among 270,000. AID 1768; active = well fitted inhibition curve with a large enough effect in the polarisation, with a control signal flat, not every such curve was filed as active; inconclusive = small, poorly fitted or top-dose-only effect, or effect the other way, or a change in a side signal; inactive = no such curve, though single readings can be large or run the other way; the % refers to the polarisation; note: potency is the fitted concentration of half-maximal effect; % of control where 0% means no effect; many of its hits are not listed in these tables
PKM2 activator: increases activity of human pyruvate kinase M2; hit rate 0.34% among 260,000; purified PKM2, Kinase-Glo ATP luminescence, activation; response scale: 0% is enzyme alone, no compound; AID 1631; Potency, µM (doses to about 57.5 µM), inactives show top-dose activation, most hits filed as activators; note: potency is the fitted concentration of half-maximal effect; % is set by controls: 0 for no effect and ±100 for the full control effect; nearly all actives have a fitted effect of over 55% in size
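Purified hPK-M2 (>95%) run at intermediate activity with 0.1 mM ADP and 0.5 mM PEP in 50 mM imidazole pH 7.2, KCl, MgCl2; 1 h room temperature. ATP formed read by Kinase-Glo luminescence; normalized to uninhibited and no-enzyme controls.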
S-ASM inh: inhibitors of human secretory acid sphingomyelinase; Potency, µM (series often up to 57.5 µM), for inactives: at the highest dose activity change, negative = inhibition, most hits filed as inhibitors; P17405; placental ASM, HMU-PC fluorogenic substrate, 60 min; hit rate 0.006% among 340,000; note: potency is the fitted concentration of half-maximal effect
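qHTS format. ASM enzyme prepared from human placenta hydrolyses the fluorogenic substrate HMU-PC0 (9 uM final) over 60 min at 37 °C after a 10 min compound preincubation.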
FBPA coupling cs: inhibits coupling enzyme system, counter-screen for aldolase hits; activity change, negative = inhibition, % at 58.2 µM, hits read low; coupling enzyme system counterscreen, AmpLite Red fluorescence; hit rate 0.67% among 290,000; in the data active = activity change below about -30%; note: % is set by controls: 0 for no effect and ±100 for the full control effect
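Counterscreen lacking aldolase: glyceraldehyde-3-phosphate coupling-enzyme reagent preincubated 10 min at RT with compound (at 57.5 uM final), then substrate/coupling system with AmpLite Red added; fluorescence read at 525/598 nm after 20 min RT.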
B2AR arrestin: recruits beta-arrestin to the human beta2-adrenergic receptor. P07550. beta-arrestin recruitment to beta2AR, cell-based reporter. Potency, µM (titrated, usually from 46.1 µM), for the others: at the highest dose activation, actives largely listed as activators. hit rate 0.02% among 330,000. AID 492947;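 note: potency is the fitted concentration of half-maximal effect; 0% = DMSO controls and full agonism = EC100 isoproterenol or metaproterenol; nearly all actives have a fitted effect of over 65% in size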
GALK inh: inhibitors of human galactokinase | P51570 | hit rate 0.007% among 270,000 | Purified GALK, Kinase-Glo residual ATP luminescence | AID 1868 | Potency, µM (titrated, usually from 57.5 µM), without a hit: top-dose activity change, negative = inhibition, most hits filed as inhibitors; note: potency is the fitted concentration of half-maximal effect; % is set by controls: 0 for no effect and ±100 for the full control effect
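The enzyme phosphorylates galactose (100 uM) using ATP (35 uM); inhibition is detected as higher residual ATP, quantified by bioluminescence after 1 h reaction at room temperature, pH 8.0.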
Tb PFK inh: inhibitors of T. brucei phosphofructokinase. O15648. T. brucei PFK, ADP-Glo luminescence. Potency, µM (doses to about 57.5 µM), for inactives: top-dose activity, negative = inhibition, usual class: inhibitors. hit rate 0.17% among 330,000. AID 485367;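 note: potency is the fitted concentration of half-maximal effect; 0% = uninhibited 1x PFK enzyme wells and -100% = no-enzyme wells; nearly all actives have a fitted effect of over 60% in size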
Target sequence (O15648 whole entry, looked up): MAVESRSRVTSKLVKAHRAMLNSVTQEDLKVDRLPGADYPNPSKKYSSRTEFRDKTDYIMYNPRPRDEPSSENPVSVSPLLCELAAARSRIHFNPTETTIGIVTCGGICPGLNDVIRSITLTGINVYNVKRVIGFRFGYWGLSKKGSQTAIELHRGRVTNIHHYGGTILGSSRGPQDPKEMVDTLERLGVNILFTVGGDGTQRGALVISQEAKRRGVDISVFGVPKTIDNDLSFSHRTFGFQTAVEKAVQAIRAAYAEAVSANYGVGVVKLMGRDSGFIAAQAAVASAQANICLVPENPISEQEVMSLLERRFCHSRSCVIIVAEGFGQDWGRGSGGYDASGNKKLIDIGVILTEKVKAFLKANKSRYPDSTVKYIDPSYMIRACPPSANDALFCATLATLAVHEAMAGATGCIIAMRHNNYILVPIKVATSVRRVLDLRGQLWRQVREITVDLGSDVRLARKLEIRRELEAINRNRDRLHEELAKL
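In TEA buffer at pH 8.0 with 5 mM MgCl2, enzyme (1.25 nM) converted F6P (0.5 mM) and ATP (0.1 mM) for 45 min at room temperature. ADP product was read by luciferase luminescence.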
Giardia killer: Giardia lamblia killing. Giardia lamblia trophozoite viability. hit rate 0.15% among 340,000. activity change, % at 7.66 µM, hits read low; in the data active = activity change below about -80%; inconclusive = between about -30% and that limit;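 note: parasites exposed to compound for two days anaerobically before the ATP read; % is set by controls: 0 for no effect and ±100 for the full control effect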
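Compounds were tested on trophozoites seeded at 100 cells/well and held 48 hrs at 37 deg C anaerobically. An ATP-based luminescent kit measured the remaining live cells.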
* = called active by the depositor; [ ] = another dose, or the depositor's remark. Unless noted, calls come from the whole dose curve; as a rule, active = well fitted curve in the direction sought with a large enough effect; inconclusive = small, poorly fitted or top-dose-only effect, or another doubt; inactive = no such curve, though single readings can be large; an effect the other way counts as inactive or inconclusive. Only part of the results is shown (hit frequency here may not be typical).

Preview (2 entries):
`CCCCOC(=O)Oc1ccc2c(=O)c(Oc3cccc(C)c3)coc2c1` gave Chronic BCR inh -13%, Integrin act MD -7%, TSG101-PTAP inh 0%, Menin-MLL TR inh -4%, PKM2 activator 3%, S-ASM inh 22%, FBPA coupling cs -7, B2AR arrestin -0.5%, GALK inh 0%, Tb PFK inh 0% and Giardia killer -14.
For CC(C)CCN(C(=O)c1csnn1)C(C(=O)NC1CCCCC1)c1ccc(F)cc1 (centres undefined) the results were Chronic BCR inh -2%, Integrin act MD 0%, TSG101-PTAP inh -1%, S-ASM inh 3%, FBPA coupling cs -1, B2AR arrestin -1.2%, GALK inh 4%, Tb PFK inh -11% and Giardia killer 5.

This part in full, repeating the preview:
`CCCCOC(=O)Oc1ccc2c(=O)c(Oc3cccc(C)c3)coc2c1` gave Chronic BCR inh -13%, Integrin act MD -7%, TSG101-PTAP inh 0%, Menin-MLL TR inh -4%, PKM2 activator 3%, S-ASM inh 22%, FBPA coupling cs -7, B2AR arrestin -0.5%, GALK inh 0%, Tb PFK inh 0% and Giardia killer -14.
For CC(C)CCN(C(=O)c1csnn1)C(C(=O)NC1CCCCC1)c1ccc(F)cc1 (centres undefined) the results were Chronic BCR inh -2%, Integrin act MD 0%, TSG101-PTAP inh -1%, S-ASM inh 3%, FBPA coupling cs -1, B2AR arrestin -1.2%, GALK inh 4%, Tb PFK inh -11% and Giardia killer 5.
Screening C=CCC(NCc1ccco1)c1ccc(OC)cc1OC (centres undefined) returned Chronic BCR inh 9%, Menin-MLL TR inh 0%, PKM2 activator 5%, FBPA coupling cs 4, B2AR arrestin -1.0%, GALK inh 1% and Tb PFK inh 11%.
`CC(=O)Nc1ccc(N(CC(=O)NC2CCCCC2)C(=O)Cn2nnc(-c3ccccc3)n2)cc1` gave Chronic BCR inh 0%, Integrin act MD 2%, TSG101-PTAP inh -4%, Menin-MLL TR inh 1%, PKM2 activator -8%, S-ASM inh -1%, FBPA coupling cs 1, B2AR arrestin 0.6%, GALK inh -3%, Tb PFK inh -2% and Giardia killer -4.
`COc1ccc(C2CC(=O)C3=C(C2)Nc2ncnn2C3c2ccccc2C)cc1` (centres undefined) gave Chronic BCR inh 0%, Integrin act MD -2%, TSG101-PTAP inh -2%, Menin-MLL TR inh -7%, PKM2 activator -2%, S-ASM inh 299%[activator], FBPA coupling cs 0, B2AR arrestin 0.3%, GALK inh -1%, Tb PFK inh 1% and Giardia killer 3.
For CN(C)c1ccc(CNC(=O)C2CCC(CNc3c(N4CCCCC4)c(=O)c3=O)CC2)cc1 (centres undefined) the results were Chronic BCR inh 7%, Integrin act MD -8%, TSG101-PTAP inh -3%, PKM2 activator -2%, S-ASM inh 6%, FBPA coupling cs 7, B2AR arrestin -0.1%, GALK inh 5%, Tb PFK inh -8% and Giardia killer -20.
Cc1ccc(NC(=O)CN(C)Cc2cccs2)cc1Cl was read as Chronic BCR inh 6%, Integrin act MD 0%, TSG101-PTAP inh 0%, Menin-MLL TR inh -4%, PKM2 activator 5%, S-ASM inh 2%, FBPA coupling cs -3, B2AR arrestin -0.3%, GALK inh -2%, Tb PFK inh -1% and Giardia killer 4.
`C=CCn1c(SCC(=O)N2CCN(c3ccc(F)cc3)CC2)nnc1-c1cccs1` gave Chronic BCR inh 2%, Integrin act MD 4%, TSG101-PTAP inh -1%, Menin-MLL TR inh -19%, PKM2 activator -2%, S-ASM inh 1%, FBPA coupling cs 3, B2AR arrestin -0.4%, GALK inh 2%, Tb PFK inh 0% and Giardia killer 11.
For N=c1c(S(=O)(=O)c2ccc(Cl)cc2)cc2c(=O)n3ccccc3nc2n1C1CCCC1 the results were Chronic BCR inh -5%, Integrin act MD 8%, TSG101-PTAP inh -11%, PKM2 activator -7%, S-ASM inh -11%, B2AR arrestin 0.2%, GALK inh 5%, Tb PFK inh 0% and Giardia killer -10.
Screening O=C(O[C@@H]1[C@H](Cc2ccccc2)NS(=O)(=O)[C@H]2C[C@@H]3C=C[C@]12O3)c1ccccc1Br returned Chronic BCR inh 8%, Integrin act MD 16%, TSG101-PTAP inh 0%, S-ASM inh -3%, B2AR arrestin -0.1%, Tb PFK inh -4% and Giardia killer 26.
C=CCNS(=O)(=O)c1cccc(C(C)=O)c1 was read as Chronic BCR inh -1%, Integrin act MD 10%, TSG101-PTAP inh -10%, Menin-MLL TR inh -5%, PKM2 activator 0%, S-ASM inh 1%, FBPA coupling cs 0, B2AR arrestin 0.7%, GALK inh -2%, Tb PFK inh 0% and Giardia killer -6.
For CCOC(=O)C1(Cc2ccccc2)CCN(C2Cc3ccccc3C2)CC1 the results were Chronic BCR inh -1%, Integrin act MD -24%, TSG101-PTAP inh -1%, Menin-MLL TR inh -13%, PKM2 activator 2%, S-ASM inh -2%, FBPA coupling cs 1, B2AR arrestin -0.1%, GALK inh 4%, Tb PFK inh 0% and Giardia killer 4.
Screening CC(C)(C)NC(=O)C[C@H]1C[C@H](C(=O)N2CCCCC2)[C@@]2(CCc3ccccc3)c3[nH]c4ccc(Cl)cc4c3CCN2C1=O returned Chronic BCR inh 3%, Integrin act MD -7%, TSG101-PTAP inh -6%, S-ASM inh -15%, B2AR arrestin -0.6%, Tb PFK inh -4% and Giardia killer -8.
Screening COc1ccc(OC)c(C2/C(=C(/O)c3cnn(-c4ccccc4)c3C)C(=O)C(=O)N2CCN(C)C)c1 (centres undefined) returned Chronic BCR inh 3%, Integrin act MD 14%, TSG101-PTAP inh 0%, Menin-MLL TR inh -27%, PKM2 activator -2%, S-ASM inh 1%, FBPA coupling cs 0, B2AR arrestin -0.1%, GALK inh -2%, Tb PFK inh 15% and Giardia killer 1.
For Cc1noc(C)c1S(=O)(=O)N1CCC(C(=O)Nc2ccc(Br)cc2)CC1 the results were Chronic BCR inh 3%, Integrin act MD 8%, TSG101-PTAP inh -6%, Menin-MLL TR inh inconclusive, S-ASM inh 2%, FBPA coupling cs 0, B2AR arrestin -1.0%, GALK inh 1%, Tb PFK inh 0% and Giardia killer inconclusive.
Screening Cn1ncc(Cl)c1C(=O)NCc1ccco1 returned Chronic BCR inh inconclusive, Integrin act MD -21%, TSG101-PTAP inh -4%, Menin-MLL TR inh 0%, PKM2 activator 0%, S-ASM inh 4%, FBPA coupling cs 4, B2AR arrestin 0.1%, GALK inh 2%, Tb PFK inh 2% and Giardia killer 4.
Screening O=C(O)c1ccc(N=Cc2c(O)ccc3oc4c(c23)CCCC4)cc1 returned Chronic BCR inh inconclusive, Integrin act MD -14%, TSG101-PTAP inh 0%, PKM2 activator 8%, S-ASM inh -6%, FBPA coupling cs 0, B2AR arrestin 0.4%, GALK inh -3%, Tb PFK inh -2% and Giardia killer -3.
For COc1cccc(Oc2ccc(C(F)(F)F)cc2NC(=O)c2cccc(F)c2)c1 the results were Chronic BCR inh inconclusive, Integrin act MD -5%, TSG101-PTAP inh 0%, Menin-MLL TR inh 13%, PKM2 activator -13%, S-ASM inh -8%, FBPA coupling cs -4, B2AR arrestin 0.0%, GALK inh 1%, Tb PFK inh -6% and Giardia killer -13.
Screening CCOC(=O)c1cc(-c2cccc([N+](=O)[O-])c2)n[nH]1 returned Chronic BCR inh -1%, Integrin act MD 8%, TSG101-PTAP inh 0%, Menin-MLL TR inh -9%, PKM2 activator -1%, S-ASM inh -4%, FBPA coupling cs 1, B2AR arrestin -0.2%, GALK inh 3%, Tb PFK inh 0% and Giardia killer -13.
CCN(CC)C(=O)c1sc(NC(=O)c2ccc(C)c([N+](=O)[O-])c2)c(C#N)c1C was read as Chronic BCR inh 9%, Integrin act MD 7%, TSG101-PTAP inh 0%, Menin-MLL TR inh 18%, PKM2 activator 5%, S-ASM inh -2%, FBPA coupling cs -1, B2AR arrestin 0.2%, GALK inh 2%, Tb PFK inh -9% and Giardia killer -9.
Screening O=C(NNC(=O)C12CC3CC(CC(C3)C1)C2)c1ccncc1 returned Chronic BCR inh 8%, Integrin act MD -20%, TSG101-PTAP inh 0%, Menin-MLL TR inh inconclusive, S-ASM inh -3%, FBPA coupling cs 2, B2AR arrestin -0.6%, GALK inh 1%, Tb PFK inh 16% and Giardia killer 16.
`O=[N+]([O-])c1cccc(/C=N\N=C2c3ccccc3-c3ccccc32)c1O` gave Chronic BCR inh inconclusive, Integrin act MD -6%, TSG101-PTAP inh 2%, Menin-MLL TR inh inconclusive, PKM2 activator -20%, S-ASM inh -10%, FBPA coupling cs -9, B2AR arrestin -0.5%, GALK inh 1%, Tb PFK inh 11% and Giardia killer -23.

From PubChem BioAssay
